# Assay outcomes from PubChem BioAssay.
# Giardia killer – kills Giardia lamblia. Giardia lamblia trophozoite viability. activity change, % at 7.66 µM, hits read low. hit rate 0.15% among 340,000. AID 540267; in the data active = activity change below about -80%; inconclusive = between about -30% and that limit;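 also: parasites exposed to compound for two days anaerobically before the ATP read; % is scaled to controls: 0 for no effect and ±100 for the full control effect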
#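 Anaerobic 48 hrs incubation at 37 deg C of 100 trophozoites/well with test compounds; ATPLite 1-Step luminescence, 15-30 min RT, reports cellular ATP as viability.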
# FBPA coupling cs – inhibits coupling enzyme system, counter-screen for aldolase hits | activity change, negative = inhibition, % at 58.2 µM, hits read low | coupling enzyme system counterscreen, AmpLite Red fluorescence | hit rate 0.67% among 290,000 | AID 2472; in the data active = activity change below about -30%; also: % is scaled to controls: 0 for no effect and ±100 for the full control effect
#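 Compounds tested against the coupling enzymes alone at 57.5 uM final; readout was AmpLite Red fluorescence (525/598 nm) after 20 min at RT.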
# ASM inhibitor – inhibitors of human secretory acid sphingomyelinase; P17405; placental ASM, HMU-PC fluorogenic substrate, 60 min; Potency, µM (top dose mostly 57.5 µM), for inactives: at the top dose activity change, negative = inhibition, actives largely listed as inhibitors; hit rate 0.006% among 340,000; also: potency is read from the fitted curve at half-maximal effect
#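 Steps: dispense placental human ASM, pin compound, wait 10 min at room temperature, add HMU-PC0 substrate at 9 uM final, incubate 60 min at 37 °C, add stop solution raising pH to 10, read fluorescence.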
# PTAP TSG101 blk – blocks PTAP/TSG101 interaction to inhibit HIV-1 budding; Q99816; 340,000 tested, under 10 active; Fluorescence polarization, FITC-PTAP peptide / Tsg101 binding; Potency, µM (top dose mostly 115 µM), for inactives: top-dose activity change, negative = inhibition, usual class: inhibitors; active = well fitted inhibition curve with a large enough effect in the main read-out, with a control signal flat, not every such curve was filed as active; inconclusive = small, poorly fitted or top-dose-only effect, or effect the other way, or a change in a side signal; inactive = no such curve, though single readings can be large or run the other way; also: potency is read from the fitted curve at half-maximal effect; % of control where 0% means no effect
#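 Tsg101 binding domain (10 uM final) was mixed with compound and a FITC-labeled PTAP peptide (50 nM final) in HEPES pH 7.5 buffer with NaCl, Tween 20, EDTA and TCEP; fluorescence polarization was read after 20 min at r.t.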
# Chronic BCR inh – chronic active BCR signaling inhibition | ABC-DLBCL IkBa-CBG/CBR reporter, luminescence ratio, 4 h | Potency, µM (series often up to 46.1 µM), for the others: at the highest dose ratio change, negative = lower green/red ratio, usual class: inhibitors | hit rate 0.05% among 340,000 | AID 493014; active = well fitted inhibition curve with a large enough effect in the signal ratio, with a control signal flat, not every such curve was filed as active; inconclusive = small, poorly fitted or top-dose-only effect, or effect the other way, or a change in a side signal; the % refers to the signal ratio;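 also: potency is read from the fitted curve at half-maximal effect; plate controls were basal doxycycline-induced cells for no effect and cells given 10 µM MG132 for full effect; MG132 reads +100%, hits lower the ratio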
#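 Concentration-response series (up to 46 uM) were applied to TMD8 dual-reporter cells for 4 h at 37C with doxycycline. Green/red ratio, after filter-overlap correction, defined %Activity; red signal alone was normalised to basal cells and zero luminescence.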
# a7 integrin act – activators of alpha7 integrin expression for muscular dystrophy | alpha7betagal myoblasts, beta-gal FDG fluorescence, 48 h | Potency, µM (titrated, usually from 38.3 µM), for inactives: top-dose activation, hits mostly activators | hit rate 0.064% among 350,000;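 also: potency is read from the fitted curve at half-maximal effect; 100% = response of the positive control SU9516; nearly all actives have a fitted effect of over 60% in size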
#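 Alpha7betagal+/- myoblasts (passage 13) were plated 16-24 hr, then exposed to compounds (1:260 dilution of DMSO stock) for 48 hours at 37C. After MPER lysis, β-galactosidase reporter activity was read as FDG fluorescence (ex 480/em 540) after 30 minutes.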
# GALK inhibitor – inhibitors of human galactokinase | P51570 | hit rate 0.007% among 270,000 | Purified GALK, Kinase-Glo residual ATP luminescence | Potency, µM (titrated, usually from 57.5 µM), for inactives: top-dose activity change, negative = inhibition, actives largely listed as inhibitors; also: potency is read from the fitted curve at half-maximal effect; % is scaled to controls: 0 for no effect and ±100 for the full control effect
#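 The enzyme phosphorylates galactose (100 uM) using ATP (35 uM); inhibition is detected as higher residual ATP, quantified by bioluminescence after 1 h reaction at room temperature, pH 8.0.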
# Tb PFK inh – inhibitors of T. brucei phosphofructokinase; O15648; T. brucei PFK, ADP-Glo luminescence; Potency, µM (titrated, usually from 57.5 µM), inactives show at the highest dose activity, negative = inhibition, usual class: inhibitors; hit rate 0.17% among 330,000;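 also: potency is read from the fitted curve at half-maximal effect; 0% = uninhibited 1x PFK enzyme wells and -100% = no-enzyme wells; nearly all actives have a fitted effect of over 60% in size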
#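 1.25 nM PFK with 0.5 mM F6P and 0.1 mM ATP in 0.1 M TEA pH 8.0, 5 mM MgCl2, incubated 45 min at room temperature; ADP measured by ADP-Glo luminescence; compounds titrated up to 57 uM.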
# B2AR arrestin – beta2AR (human) beta-arrestin recruitment activity | beta-arrestin recruitment to beta2AR, cell-based reporter | AID 492947 | hit rate 0.02% among 330,000 | Potency, µM (series often up to 46.1 µM), without a hit: at the top dose activation, most hits filed as activators;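 also: potency is read from the fitted curve at half-maximal effect; 0% = DMSO controls and full agonism = EC100 isoproterenol or metaproterenol; nearly all actives have a fitted effect of over 65% in size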
# Target sequence (P07550 whole entry, looked up): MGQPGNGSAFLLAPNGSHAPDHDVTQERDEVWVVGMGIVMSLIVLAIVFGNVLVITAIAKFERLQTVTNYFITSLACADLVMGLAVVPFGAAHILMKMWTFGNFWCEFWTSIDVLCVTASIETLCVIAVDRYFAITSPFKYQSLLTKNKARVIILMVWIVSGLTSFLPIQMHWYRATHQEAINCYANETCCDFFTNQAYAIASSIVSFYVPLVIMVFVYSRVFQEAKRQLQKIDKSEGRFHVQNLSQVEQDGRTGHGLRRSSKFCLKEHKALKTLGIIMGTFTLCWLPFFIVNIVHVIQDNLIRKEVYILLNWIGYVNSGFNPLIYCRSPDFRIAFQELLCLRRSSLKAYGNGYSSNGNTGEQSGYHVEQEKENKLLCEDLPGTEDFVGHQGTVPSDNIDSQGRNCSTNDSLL
# PKM2 act – increases activity of human pyruvate kinase M2; AID 1631; purified PKM2, Kinase-Glo ATP luminescence, activation; response scale: 0% is enzyme alone, no compound; Potency, µM (highest dose often 57.5 µM), inactives show at the highest dose activation, hits mostly activators; hit rate 0.34% among 260,000; P14618; also: potency is read from the fitted curve at half-maximal effect; % is scaled to controls: 0 for no effect and ±100 for the full control effect; nearly all actives have a fitted effect of over 55% in size
#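 ATP formation by purified human PK-M2, quantified via coupled luciferase luminescence after 1 h at room temperature with 0.1 mM ADP and 0.5 mM PEP final.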
# Menin-MLL TR inh – inhibitors of human menin-MLL interaction, mutant MLL peptide. Potency, µM (series often up to 61.6 µM), inactives show top-dose FP activity change, negative = inhibition, most hits filed as inhibitors. Menin + Texas Red MLL mutant peptide, fluorescence polarization. hit rate 0.23% among 270,000; active = well fitted inhibition curve with a large enough effect in the polarisation, with a control signal flat, not every such curve was filed as active; inconclusive = small, poorly fitted or top-dose-only effect, or effect the other way, or a change in a side signal; inactive = no such curve, though single readings can be large or run the other way; the % refers to the polarisation; also: potency is read from the fitted curve at half-maximal effect; % of control where 0% means no effect; many of its hits are not listed in these tables
# Target sequence (O00255 whole entry, looked up): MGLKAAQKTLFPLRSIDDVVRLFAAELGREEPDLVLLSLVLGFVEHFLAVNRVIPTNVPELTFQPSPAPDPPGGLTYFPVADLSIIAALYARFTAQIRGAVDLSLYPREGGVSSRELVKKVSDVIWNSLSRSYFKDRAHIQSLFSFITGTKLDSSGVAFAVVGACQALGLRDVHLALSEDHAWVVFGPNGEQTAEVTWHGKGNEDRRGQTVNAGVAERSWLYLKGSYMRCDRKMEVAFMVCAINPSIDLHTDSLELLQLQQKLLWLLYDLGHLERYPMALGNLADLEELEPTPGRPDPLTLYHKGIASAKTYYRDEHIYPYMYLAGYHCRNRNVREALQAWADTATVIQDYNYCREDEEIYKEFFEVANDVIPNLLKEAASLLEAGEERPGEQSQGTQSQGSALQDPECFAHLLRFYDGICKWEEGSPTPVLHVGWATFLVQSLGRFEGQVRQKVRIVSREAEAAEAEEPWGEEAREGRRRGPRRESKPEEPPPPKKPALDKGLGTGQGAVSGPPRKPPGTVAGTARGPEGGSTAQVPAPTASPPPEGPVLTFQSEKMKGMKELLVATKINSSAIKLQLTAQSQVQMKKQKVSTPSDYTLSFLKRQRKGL
# The depositor's hits bear a star; ? = inconclusive; · = no result given; [ ] = remark or other dose. Unless noted, calls follow the shape of the dose curve; as a rule, active = well fitted curve in the direction sought with a large enough effect; inconclusive = small, poorly fitted or top-dose-only effect, or another doubt; inactive = no such curve, though single readings can be large; an effect the other way counts as inactive or inconclusive.
SMILES,Giardia killer,FBPA coupling cs,ASM inhibitor,PTAP TSG101 blk,Chronic BCR inh,a7 integrin act,GALK inhibitor,Tb PFK inh,B2AR arrestin,PKM2 act,Menin-MLL TR inh
COc1ccccc1-c1cc(C(=O)NC(C)c2ccccc2)no1 (stereo unspecified),-6,0,-1%,·,?,23%,-1%,-3%,0.0%,1%,22%
CCCCn1c(N)c(N(CC)C(=O)COc2ccc(C#N)cc2)c(=O)[nH]c1=O,10,·,1%,-5%,0%,-2%,·,-6%,-0.5%,·,·
O=c1[nH]c(=O)n(Cc2ccco2)c2c1C(C(F)(F)F)(C(F)(F)F)N=C(Cc1ccccc1)N2,5,·,2%,-2%,?,8%,-5%,-1%,-0.2%,1%,27%
COc1ccc(S(=O)(=O)Nc2cc(C)c(O)cc2C(C)C)cc1,-8,-1,1%,0%,-11%,-7%,0%,-3%,-0.8%,16%,-3%
CCCCn1c(N)c(N(CCOC)C(=O)CN2c3ccccc3CC2C)c(=O)[nH]c1=O (stereo unspecified),-1,1,101%[activator],1%,?,-16%,-2%,0%,-0.2%,0%,-13%
Cc1ccc(OCc2cc(C(=O)N3CCc4sccc4C3)no2)cc1C,-22,·,-2%,0%,0%,-46%[inhibitor],-1%,-9%,0.0%,-1%,·
c1ccc(-c2nn3nnnc3c3ccccc23)cc1,-15,6,2%,-3%,?,-15%,0%,-1%,-0.5%,-17%,0%
CCc1cc(C(=O)Cc2ccccn2)c(O)cc1O,-6,-1,0%,-4%,-8%,0%,-1%,-9%,-1.1%,·,-4%
COc1cccc(-c2nnc(-c3ccco3)o2)c1,-3,3,9%,-3%,?,0%,·,0%,-1.0%,-18%,-9%
Cc1cc(C)cc(NC(=O)N2CCc3ccccc3C2)c1,-18,-4,-2%,-4%,?,6%,2%,-11%,3.5%,-3%,5%
O=S(=O)(c1ccc(Oc2ccccc2)cc1)N1CCOCC1,-6,2,-2%,-1%,?,23%[7.66 µM],2%,1%,0.5%,-16%,-1%
CCOc1ccc(/C=C/C(=O)Nc2ccc(C(N)=O)cc2)cc1OC,-20,-1,42%,-1%,-5%,-1%,2%,0%,2.9%,-16%,?
O=C(NCC1CCCO1)c1c(O)nc2sccn2c1=O (stereo unspecified),-26,·,-1%,2%,1%,0%,·,-4%,-0.3%,·,·
O=C(CN(Cc1ccccc1)S(=O)(=O)c1ccccc1)N/N=C/c1ccccc1[N+](=O)[O-],-4,-5,-7%,-8%,2%,13%,-3%,1%,0.0%,1%,4%
CCN1C(=O)[C@H]2[C@@H](c3ccc(-c4cccc(Cl)c4)c(OC)c3)N3CCC[C@@]3(C(=O)OC)[C@H]2C1=O,1,·,17%,-2%,2%,?,·,7%,0.0%,·,·
CCCn1c(N)c(C(=O)CSc2nnc3n2CCCCC3)c(=O)n(C)c1=O,16,·,5%,-1%,5%,-12%,·,3%,0.0%,·,·
CCOC(=O)C1=C(CC)Nc2ccccc2N=C1NC(=O)c1ccc(C)c(S(=O)(=O)N2CCOCC2)c1,11,·,-1%,0%,?,-22%,·,-2%,0.3%,·,·
COc1cc(CN(C)c2ncnc3sccc23)ccc1OC(F)F,-19,0,-4%,1%,-8%,?,8%,0%,-0.4%,·,·
COc1ccccc1NC(=O)C1=C(C)NC(=O)NC1c1cccc(OC)c1OC (stereo unspecified),0,2,-1%,-7%,-1%,-12%,3%,1%,0.5%,-18%,-3%
COc1ccc(C(c2nnnn2C2CCCC2)N2CCC(C)CC2)c(OC)c1 (stereo unspecified),-4,2,-1%,-2%,5%,-23%,0%,-8%,-0.4%,3%,3%
COc1cc(C(=O)NCC(=O)NCCN2C(=O)S/C(=C\c3ccc4c(c3)OCO4)C2=O)cc(OC)c1OC,13,·,·,-2%,?,-4%,·,0%,-0.1%,·,·
COc1ccccc1N1CCN(CC(O)COc2ccc(C)c(C)c2)CC1 (stereo unspecified),16,2,2%,-3%,-3%,-20%,3%,6%,0.1%,·,-19%
CC(C)C1CC(C(F)(F)F)n2nc(C(=O)O)cc2N1 (stereo unspecified),-2,3,1%,-2%,?,15%,12%,0%,-1.3%,-2%,2%
COc1cccc(CNC(=O)CCC2CCCN(C(=O)c3ccc(F)c(Cl)c3)C2)c1 (stereo unspecified),-3,-3,-1%,1%,0%,11%,1%,-21%,-0.9%,10%,-8%
CC1CCN(C(=O)CCNC(=O)c2ccccc2Cl)CC1,6,·,2%,-6%,-1%,0%,1%,-1%,0.5%,6%,·
COc1ccc(-c2noc(CCC(=O)N3CCN(c4cccc(C)c4)CC3)n2)cc1,-7,·,-19%,0%,0%,21%,·,1%,-0.3%,·,·
Cc1cn(C(=O)c2cccc(Br)c2)c(C)n1,35[activator],-1,3%,-8%,5%,-9%,-2%,-4%,0.1%,-1%,-16%
Cc1ccc(-c2nnc(CSc3nc(C(C)C)nc4sc(C)c(C)c34)o2)cc1,10,-6,-5%,-4%,3%,-3%,0%,8%,-0.7%,17%,-10%
C/C(=N\Nc1ncc(Cl)cc1Cl)c1cccs1,·,-1,·,·,?,·,0%,-3%,?,-10%,8%
O=C(N/N=C/C(Cl)=C/c1ccc([N+](=O)[O-])cc1)C(=O)Nc1cccc(C(=O)O)c1,0,-1,-8%,-3%,?,-63%[inhibitor],-4%,-13%,-0.7%,13%,·
O=C(NNC(=O)c1ccc(Br)s1)c1cccc(Cl)c1,2,·,-1%,0%,?,27%,·,4%,-0.2%,·,·
COc1ccc(C2=NOC(C(=O)NCc3cccnc3)C2)cc1 (stereo unspecified),12,-2,3%,-4%,-1%,-22%,-1%,1%,-0.6%,·,-9%
COC(=O)c1c(NC(=O)c2ccc(OC(C)C)cc2)sc2c1CC(C)(C)NC2(C)C,15,-2,0%,-6%,?,7%,1%,-3%,-0.6%,6%,-19%
CCN(CC)S(=O)(=O)c1ccc(NC(=O)Cn2c(=O)sc3ccccc32)cc1,-6,-4,-6%,-5%,10%,-27%,-3%,2%,0.5%,-4%,15%
CCOc1ccc(C(=O)Nc2nc(C)c(C(=O)OC)s2)cc1,-14,1,0%,0%,?,4%,0%,-3%,-0.5%,-8%,·
Cc1cc(Cl)ccc1C(=O)C1CCCN(C(=O)CCN2CCCO2)C1 (stereo unspecified),4,0,-2%,-2%,11%,-3%,0%,1%,0.2%,1%,-17%
Cc1nn(CC(=O)Nc2nccs2)c(C)c1[N+](=O)[O-],-19,5,2%,-6%,-3%,-14%,0%,-3%,0.0%,7%,-16%
CCCN(C(=O)/C=C/c1ccc(S(=O)(=O)N(CC)CC)cc1)C1CCS(=O)(=O)C1 (stereo unspecified),-9,·,0%,0%,1%,-3%,·,4%,-0.4%,·,·
Nc1nonc1-c1nc2ccccc2n1CC(=O)N/N=C\c1ccc(-c2ccc(Cl)cc2)o1,18,-2,2%,0%,-12%,-15%,·,2%,0.2%,-8%,10µM*
O=C(NCC1CCCO1)C1CCN(C2CCN(C(=O)CC3CCCC3)CC2)CC1 (stereo unspecified),1,2,4%,-2%,-2%,19%,2%,-3%,0.4%,-14%,16%
CC(C)CC(=O)NC(=S)Nc1cc(C(F)(F)F)ccc1N1CCOCC1,45[activator],-4,-10%,-2%,2%,0%,0%,-1%,0.1%,3%,12%
CC(C)C[C@H](NC(=O)N1CCn2c1nc1ccccc12)C(=O)N1CCCCC1,-4,1,-3%,-2%,11%,-21%,8%,-2%,0.5%,·,-20%
CCn1nc(C)c(/C=N/NC(=O)Cc2ccc(Cl)cc2)c1C,-3,5,1%,-1%,-2%,7%,1%,0%,-0.2%,-3%,0%
COc1cccc(C(=O)Nc2cccc(-c3nc4ncccc4o3)c2C)c1,13,1,-2%,-8%,?,-12%,-4%,2%,-0.9%,2%,?
Cc1ccc(-c2nnc(SCC(=O)Nc3sc(C)c(C)c3C#N)n2C)cc1,0,1,0%,-3%,-9%,23%,-1%,-4%,-0.6%,3%,0%
Oc1ccccc1CN1CCN(C(c2ccccc2)c2ccccc2)CC1,5,1,-11%,1%,10%,4%,·,-7%,0.1%,0%,15%
CCN(CC)C(=O)c1ccc(CS(=O)(=O)c2ccc(OC)cc2)o1,-17,3,-6%,-1%,-5%,3%,-1%,3%,-0.2%,4%,0%

# These rows are one share of the data (hit frequency here may not be typical).
